DNMT1 block: blocks human DNA methyltransferase DNMT1; 360,000 compounds, 0.83% hits; inhibition (reported as % activation of signal), % at 10 µM; DNMT1 molecular beacon, Hinp1I cleavage, fluorescence; AID 588458; in the data active = inhibition above about 50%
LMPTP block: LMPTP (human) inhibition. recombinant LMPTP-A, OMFP fluorogenic substrate, fluorescence intensity. inhibition, % at 20 µM. 360,000 compounds, 0.22% hits;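 active = compounds that cut the enzyme signal by at least half of the control window in the single-dose screen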;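 also: plate controls were DMSO wells with enzyme plus substrate for no effect and substrate without enzyme for full effect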
Target sequence (P24666 whole entry, looked up): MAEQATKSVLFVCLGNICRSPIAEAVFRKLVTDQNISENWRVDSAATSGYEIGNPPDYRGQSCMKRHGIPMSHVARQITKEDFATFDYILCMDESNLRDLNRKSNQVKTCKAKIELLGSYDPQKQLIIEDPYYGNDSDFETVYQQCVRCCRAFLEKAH
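Test system – LMPTP-A enzyme · Amount – LMPTP-A at 0.625 nM final in the reaction · Buffer or medium – Bis-Tris pH 6.0, DTT, detergent · Reagent – OMFP 400 µM · Doses – single 20 µM dose · Schedule – reaction 50 min, room temperature, dark · Detection – fluorescence intensity of OMFP turnover product · Evaluation – percent inhibition versus substrate-only and uninhibited controls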
Rpn11 block: inhibitors of human proteasome Rpn11 | O00487 | human 26S proteasome, Ub4-pepOG fluorescence polarization; 20S core pre-blocked with epoxomicin | calls only at 20 µM | 360,000 compounds, 0.59% hits;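 active = inhibition at 20 µM, scaled to each plate's controls, above about 33%, limit read from the data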
Target sequence (O00487 whole entry, looked up): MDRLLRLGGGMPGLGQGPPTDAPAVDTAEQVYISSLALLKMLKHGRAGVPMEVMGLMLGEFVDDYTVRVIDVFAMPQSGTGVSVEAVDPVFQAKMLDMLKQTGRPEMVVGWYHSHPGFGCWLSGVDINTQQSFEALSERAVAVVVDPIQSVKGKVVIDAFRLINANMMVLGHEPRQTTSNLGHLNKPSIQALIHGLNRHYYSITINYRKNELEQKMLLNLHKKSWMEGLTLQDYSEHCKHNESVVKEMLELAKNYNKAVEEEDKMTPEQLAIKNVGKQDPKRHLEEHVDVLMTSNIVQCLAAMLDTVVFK
Scp-1 inhibitor: Scp-1 (human) phosphatase inhibition; Recombinant Scp1, phosphopeptide, malachite green phosphate absorbance; inhibition, % at 20 µM; 340,000 compounds, 0.88% hits; AID 493091;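 active = inhibition above about 50% at 20 µM, limit read from the data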;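 also: plate controls were DMSO wells with enzyme for no effect and wells lacking enzyme for full effect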
Target sequence (Q9GZU7 76-261 limits assumed): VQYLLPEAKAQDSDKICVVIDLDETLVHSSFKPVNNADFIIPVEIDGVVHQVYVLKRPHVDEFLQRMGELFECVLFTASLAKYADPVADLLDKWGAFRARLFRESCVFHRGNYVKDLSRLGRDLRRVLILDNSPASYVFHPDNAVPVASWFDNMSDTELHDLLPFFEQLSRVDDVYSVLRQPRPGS
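assay system = SCP-1 phosphatase catalytic domain, residues 76-261 | buffer or medium = 50 mM Tris acetate pH 5.5, 0.005% Tween-20, 10 mM MgCl2 | incubation = enzyme reaction 45 min at room temperature, colour 5 min, stabilisation 30 min | signal = Phosphate-binding colour reagent, absorbance read at 630 nm | measure = % inhibition at 20 µM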
TbMetRS inhib: Trypanosoma brucei MetRS inhibition; purified T. brucei MetRS, ATP depletion, Kinase-Glo luminescence; inhibition, % at 11.9 µM; 360,000 compounds, 0.4% hits; AID 624268;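 active = inhibition above a per-plate cutoff of the control wells' mean inhibition plus 3 SD, cut at about 5.5% in these data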;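 also: 0% = DMSO wells median and 100% = median of wells with control inhibitor compound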
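Measured by: Kinase-Glo luciferase luminescence reporting remaining unconsumed ATP. Material: purified T. brucei MetRS enzyme. Doses: 11.9 µM compound single dose, 0.9% DMSO. Medium: HEPES buffer containing pyrophosphatase, BSA, spermine, DTT. Times: 15 min preincubation, 2 h reaction, all 25 °C. Reagent: methionine, ATP and bulk E. coli tRNA.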
SUMO1 PPI mod: alters human SUMO1 binding to SIM partners; P63165; SUMO1 binding to a labelled peptide, TR-FRET, 1 h; inhibition, % at 20 µM; 360,000 compounds, 0.33% hits; AID 602429; in the data active = inhibition above about 37%
NadD block: blocks S. aureus nicotinate mononucleotide adenylyltransferase; inhibition, % at 20 µM; 360,000 compounds, 0.78% hits; purified NadD enzyme, colorimetric absorbance read-out; in the data active = inhibition above about 26%; also: some compounds past the cut are filed as inactive
CSN inh: CSN deneddylation inhibition | Q92905 | Purified CSN, SCF-Nedd8-OG deneddylation, fluorescence polarization | inhibition, % at 12.5 µM | 360,000 compounds, 0.38% hits | AID 651999;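 active = pattern-corrected inhibition above about 35%, with an unprinted fluorescence ratio check between 0.5 and 1.5, limit read from the data, passing the limit was not always enough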;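 also: 0% = enzyme with substrate and 100% = substrate without enzyme; some results filed as inactive read as strong as hits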
Target sequence (Q92905 whole entry, looked up, one chain of several): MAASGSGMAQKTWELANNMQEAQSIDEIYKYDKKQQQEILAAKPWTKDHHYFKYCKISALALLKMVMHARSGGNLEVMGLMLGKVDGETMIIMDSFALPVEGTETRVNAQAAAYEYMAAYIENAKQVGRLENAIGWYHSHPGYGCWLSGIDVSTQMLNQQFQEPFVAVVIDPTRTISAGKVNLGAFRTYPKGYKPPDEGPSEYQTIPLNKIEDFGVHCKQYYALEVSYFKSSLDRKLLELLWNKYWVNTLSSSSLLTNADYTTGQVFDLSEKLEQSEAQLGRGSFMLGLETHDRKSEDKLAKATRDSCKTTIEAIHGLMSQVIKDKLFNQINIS
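Detection – fluorescence polarization · System – HEK293T-derived human Csn5 enzyme · Controls – substrate-only high control, full reaction low control · Timing – 90 min, room temperature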
MsrA inh: bovine MsrA inhibition | AID 651718 | 360,000 compounds, 0.75% hits | purified bovine MsrA, absorbance read-out | inhibition, % at 15.5 µM; in the data active = inhibition above about 4.5%;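 also: 0% = vehicle wells with enzyme and 100% = reference inhibitor wells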
STEP block: STEP (human) phosphatase inhibition | recombinant STEP, OMFP fluorogenic substrate, fluorescence | 360,000 compounds, 0.25% hits | AID 588621 | inhibition, % at 20 µM;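 active = inhibition at 20 µM, scaled per plate between control wells, above about 37%, limit read from the data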;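 also: 0% = DMSO with enzyme and substrate and 100% = substrate only without enzyme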
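Assay system: isolated STEP enzyme. Buffer or medium: pH 6.0 Bis-Tris with DTT and Tween 20. Also added: fluorogenic phosphatase substrate OMFP at 25 µM final. Dosing: 20 µM, 1% DMSO. Timing: 20 min reaction, room temperature, in the dark. Measured by: fluorescence intensity, excitation 480 nm, emission 540 nm. Evaluation: normalized % inhibition.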
Numbers without * were called inactive; i = inactive; nt = not tested or not shown.

Order of results: CSN inh	LMPTP block	Scp-1 inhibitor	STEP block	SUMO1 PPI mod	Rpn11 block	NadD block	DNMT1 block	TbMetRS inhib	MsrA inh
[1] COc1ccc(S(=O)(=O)N(C)C[C@H]2Oc3ccc(NC(=O)Nc4ccc(C(F)(F)F)cc4)cc3C(=O)N([C@H](C)CO)C[C@@H]2C)cc1
 : -4	4.3	7	-1	8	i	19	-42	-0.3	-1.0
[2] COc1ccc(/C(O)=C2/C(=O)C(=O)N(c3ncccn3)C2c2ccc(OC)c(OC)c2)cc1 (configuration not stated)
 : -3	-2.6	-10	-1	-13	i	-2	3	-1.3	3.3
[3] Cc1nc(C/C(=N\Nc2ccccc2)c2ccc(O)cc2O)cs1
 : 3	1.4	-3	1	-7	i	7	-3	0.1	1.8
[4] Cc1ccc(CS(=O)(=O)c2cn(CC(=O)N3CCOCC3)c3ccccc23)cc1
 : 4	-1.1	1	-4	-2	i	-1	-1	-0.1	-0.3
[5] Cc1ccc(C(=O)COC(=O)CCNS(=O)(=O)c2ccccc2F)cc1
 : 0	0.4	-4	2	2	i	-6	1	-0.2	0.1
[6] O=C(CSc1nnc2n(C3CCCC3)c(=O)c3ccccc3n12)N1CCCCCC1
 : -7	-0.9	-3	1	0	i	-11	0	-0.1	-0.4
[7] COc1ccc(S(=O)(=O)NC2CC(=O)N(c3ccccc3)C2)cc1C (configuration not stated)
 : 2	0.6	-6	-2	-3	i	-2	2	-0.4	0.4
[8] Nc1nc(NCCOCCO)nc(NC2CCCCC2)c1[N+](=O)[O-]
 : 1	0.6	10	0	-5	i	-9	2	-2.0	4.2
[9] Cc1oc(C(C)(C)C)cc1C(=O)Nc1ccc2c(c1)OCO2
 : -3	2.1	-5	2	-4	i	-7	1	2.2	0.5
[10] C(=N\Nc1nn2cnnc2c2ccccc12)/c1ccco1
 : 6	0.4	-4	0	-12	i	-1	-6	0.7	1.8
[11] O=C(/C=C/c1ccccc1)NC(N1CCOCC1)C(Cl)(Cl)Cl (configuration not stated)
 : -2	1.4	-3	0	-1	i	1	2	-0.6	0.3
[12] O=C1OC(c2ccc(Cl)cc2)/C(=C(/O)c2ccccc2)C1=O (configuration not stated)
 : 1	-2.3	-2	1	0	i	5	7	0.4	3.8
[13] Cc1ccc(S(=O)(=O)N2CC[C@H]3[C@@H](C2)C(=O)C[C@@H](c2ccccc2)N3S(=O)(=O)c2ccc(C)cc2)cc1
 : -3	1.1	nt	-1	7	i	4	-20	-0.4	1.6
[14] CCN(CC)S(=O)(=O)c1ccc(N2CCOCC2)c(NC(=O)c2cc(=O)[nH]c3ccccc23)c1
 : -5	0.5	-8	-2	-2	i	-9	1	-0.2	0.1
[15] CCN(CC)c1ccc(S(=O)(=O)N2CCOCC2)cc1NC(=O)c1cc(=O)c2ccccc2o1
 : -8	2.2	-8	0	-14	i	17	0	0.1	1.6
[16] CCCNC(=S)N1CCC(C(=O)c2ccc3c(c2)OCCO3)CC1
 : 7	1.0	3	0	0	i	6	3	-0.1	0.4
[17] COc1cc(/C=C2\SC(=Nc3ccccc3)N(Cc3ccco3)C2=O)ccc1OC(C)C(=O)O (configuration not stated)
 : 0	0.5	-1	0	-2	i	10	1	-1.0	2.7
[18] CCN(CC(=O)Nc1sc2c(c1C#N)CCC(C)C2)CC(=O)NC1CCS(=O)(=O)C1 (configuration not stated)
 : -2	0.7	-7	-2	-3	i	3	-3	0.9	-0.1
[19] COC(=O)c1n[nH]c2ccccc12
 : -2	-1.9	-5	0	5	i	-7	-1	-1.3	0.0
[20] Cc1[nH]c2ccccc2c1C(=O)C(=O)N1CCN(c2ccccc2Cl)CC1
 : 1	1.7	-8	0	0	i	2	-5	9.0*	0.9
[21] Nc1nc(N)nc(COc2ccccc2)n1
 : -11	0.9	1	-2	0	i	-2	-3	-1.0	-1.7
[22] CC(=O)N1c2c(cc(Br)cc2S(=O)(=O)Nc2c(C)n(C)n(-c3ccccc3)c2=O)CC1C (configuration not stated)
 : 3	-1.2	-5	0	0	i	-2	-1	-1.2	-0.8
[23] CCOc1ccc(S(=O)(=O)Nc2nc3ccc(OC)cc3s2)cc1
 : -7	-2.4	-2	-4	5	i	1	-2	-1.1	-0.1
[24] Cc1cc(OCC(=O)N(C)C2CCCCC2)ccc1Cl
 : 6	0.8	-5	-2	1	i	4	2	-0.2	-0.4
[25] Cc1cc(F)cc(-c2cc(C(=O)NCc3cccc(Cl)c3)[nH]n2)c1
 : 2	6.5	nt	-1	4	i	2	3	-0.2	0.1
[26] CCOc1ccc(OCCNC(=O)c2cc(C3CC3)nc3c2cnn3C(C)C)cc1
 : -1	2.1	-6	-3	3	i	-4	3	-0.1	-1.2
[27] COc1cc(OC)cc(C(=O)N[C@H](C(=O)OCn2nnc3ccccc3c2=O)C(C)C)c1
 : 5	-2.0	-12	-5	8	i	-1	-1	-0.2	0.4
[28] O=C(CCn1nnc2ccccc2c1=O)NCC1CCC(C(=O)O)CC1 (configuration not stated)
 : 9	-1.3	-7	1	7	i	-8	2	-0.2	-1.1
[29] COc1cc(OC)nc(NC(=O)CSc2nc3ccccc3o2)n1
 : 1	-0.6	-8	13	0	i	0	18	-0.5	-0.5
[30] CCOC(=O)c1cc(-c2ccccc2)n(CC(=O)Nc2ccc(OC)cc2)c1C
 : -4	0.0	-10	-2	-1	i	-6	14	-0.1	1.4
[31] COc1ccc(C(=O)Oc2cc(/C=N/NS(=O)(=O)c3ccc(C)cc3)ccc2OC)cc1
 : 1	3.5	-14	2	0	i	12	-12	-0.6	-0.6
[32] CCCC(=O)Nc1nnc(-c2ccc(Cl)s2)o1
 : 4	-0.5	-6	-1	-8	i	5	0	-0.1	-0.9
[33] C=CCOc1ccc2nnc(C)n2n1
 : -8	-1.8	4	-2	-3	i	-1	-3	-1.0	0.9
[34] Cc1ccc(Cl)cc1NC(=O)COC(=O)c1ccccc1O
 : -1	-0.2	21	-1	-2	i	-4	13	0.2	-1.1
[35] O=c1c2ccccc2ncn1CCCSc1ccccc1
 : 1	0.6	-4	1	1	i	-4	0	-0.4	1.2
[36] CC(C(=O)NC1CCCCC1)N1C(=O)c2cccc3cccc1c23 (configuration not stated)
 : 6	1.7	-5	-3	-24	i	-7	-1	-0.3	-1.3
[37] COc1ccccc1CNC(=O)C(C)NS(=O)(=O)c1ccc(C)cc1 (configuration not stated)
 : -1	-0.3	-6	-1	3	i	-3	0	-1.1	-0.6
[38] COc1ccc(-c2c3c(nc4sc(C(=O)Nc5cc(C)on5)c(N)c24)CCC3)cc1
 : 1	3.0	-7	1	-6	i	17	-15	-0.2	-0.4
[39] CN1CCN(C(=O)c2cc3nc(-c4ccc(F)cc4)cc(C(F)(F)F)n3n2)CC1
 : 2	0.4	-6	-1	0	i	1	0	-0.9	0.4
[40] CCC(C)c1ccccc1NC(=O)c1[nH]c(C)c(C(C)=O)c1C (configuration not stated)
 : 5	0.1	54*	-1	-4	i	0	1	0.0	0.4
[41] COc1ccc(-c2sc3cc(OC)c(OC)cc3c2C#CC(C)(C)O)cc1
 : 0	-0.2	-14	2	-1	i	-11	25	-0.2	1.2
[42] CC(=O)Nc1cc(S(=O)(=O)Nc2ccccc2C)c(C)cc1C
 : -3	-1.1	-2	-2	7	i	0	5	0.3	-1.0
[43] COC(=O)C1=CN(c2ccc(F)cc2)C(N)=C(C#N)C1c1ccc(-c2ccccc2)cc1 (configuration not stated)
 : 1	4.1	nt	nt	-9	nt	nt	nt	-0.5	0.6
[44] CC1CCc2c(C(=O)Nc3ccccn3)csc2C1 (configuration not stated)
 : 4	0.5	4	-2	-2	i	2	-3	0.3	1.9
[45] COCCCn1c(SCC(=O)Nc2nnc(C)s2)nnc1-c1ccoc1C
 : 5	-0.2	-9	1	3	i	1	1	0.0	-0.1
[46] CC(=O)Nc1ccc(SCC(=O)O)cc1
 : 0	-0.9	-2	-2	1	i	-7	0	-1.4	-1.2
[47] O=S(=O)(c1ccc2ccccc2c1)n1cnc2ccccc21
 : -3	-2.8	4	-6	-2	i	7	0	1.3	-0.4
[48] CC/C(C)=C1\SC(N2CCN(C(C)=O)CC2)=NC1=O
 : -7	-0.8	3	2	7	i	0	0	-1.9	-0.1
[49] Cc1ccc(C(=O)O)cc1NC(=O)CCc1ccccc1
 : -7	-1.4	-8	-3	1	i	1	-4	1.0	-0.4
[50] COc1ccccc1N1C(=O)CC(N(O)c2ccccc2)C1=O (configuration not stated)
 : 3	-1.6	-4	1	1	i	1	1	-0.4	-0.2
[51] O=C(CSc1nc2ccccc2o1)N/N=C/c1ccc(C(=O)O)cc1
 : 2	0.4	-12	-2	-7	i	-1	0	0.1	0.6
[52] COc1ccc(-c2nc3ccccc3c(=O)n2N)cc1
 : 0	-1.0	0	-3	0	i	0	4	-1.1	0.5
[53] C[C@H](CO)N1C[C@H](C)[C@@H](CN(C)Cc2ccc(C(=O)O)cc2)Oc2c(cccc2N(C)C)C1=O
 : -3	-1.7	-6	-2	1	i	0	5	-0.2	-0.5
[54] COc1ccccc1NC(=O)c1cc(=O)[nH]c2ccccc12
 : 1	-0.6	-10	4	1	i	6	-16	0.5	1.4
[55] COc1cccc(OC)c1OCCCN1CCOCC1
 : 1	-2.0	-6	0	4	i	-3	5	-0.9	-0.2
[56] CCN(CC)c1nc(N)c(C#N)c(CC#N)c1C#N
 : 4	-0.1	-5	-1	5	i	-3	-2	-0.1	1.0
[57] Nc1nc(-c2ccccc2)c(CCCNc2ccccc2)c(=O)[nH]1
 : 0	2.1	-3	0	4	i	2	-1	-0.1	-0.8
[58] CCN(Cc1cnn(C)c1)Cc1nc(Cc2ccccc2Cl)no1
 : 2	-1.2	8	-2	-2	i	-1	2	-0.5	-1.3
[59] Cc1ccc(NC(=O)C2(c3ccccc3)CC2(Cl)Cl)cc1C (configuration not stated)
 : 1	3.2	-12	-1	0	i	-10	-4	-0.4	-0.9
[60] COc1ccc(C(=O)CCc2ccccc2)c(O)c1
 : 2	2.0	-15	0	3	i	-7	2	0.0	1.0
[61] Cc1nc(SCC(=O)N2CCOCC2)c2ccsc2n1
 : 5	-3.8	-4	-4	-3	i	-1	2	-0.6	0.2

TbMetRS inhib, what is marked active above
#	smiles	CSN inh	LMPTP block	Scp-1 inhibitor	SUMO1 PPI mod	Rpn11 block	NadD block	DNMT1 block	TbMetRS inhib	MsrA inh
20	Cc1[nH]c2ccccc2c1C(=O)C(=O)N1CCN(c2ccccc2Cl)CC1	1	1.7	-8	0	i	2	-5	9.0*	0.9

Single entries from the entries so far.
cpd 61 in DNMT1 block is listed with 2
cpd 49 in Scp-1 inhibitor is listed with -8

Screening results from PubChem BioAssay.

Not a hit list, and some 3.9% of all compounds hit somewhere here.
